Bioassay records from PubChem.
MEKK2mut PB1 HTS: MEK5 binding signal on mutant MEKK2 PB1, primary screen, biochemical, multiplex bead flow cytometry, Alexa488-MEK5; hit rate 0.35% among 290,000; AID 1530, 2009; percent response, % at 10 µM; Alexa488-MEK5 binding to MEKK2 mutant; in the data active = percent response above about 24%, passing the limit was not always enough; also: inactives centre near 1; some results filed as inactive read as strong as hits; reference of the scale not given here
MEKK2wt PB1 HTS: modulators of MEK5 binding to wildtype MEKK2, primary screen, biochemical, multiplex bead flow cytometry, Alexa488-MEK5. hit rate 1.1% among 290,000. AID 1531, 2009. Mitogen-activated protein kinase kinase kinase 2 (Homo sapiens), Q9Y2U5. Alexa488-MEK5 binding to MEKK2 WT; actives lie on both sides. binding response (% of control), % at 10 µM; in the data active = binding response below about 67% or above about 130%
GalR3 antagonist: GalR3 antagonists in HEK293 cells, primary screen, cell-based, fluorescence readout | Galanin receptor type 3 (Homo sapiens), O60755 | HEK293 GalR3-CNG cAMP membrane potential fluorescence; galR3 body fused to GalR1 C-terminus | inhibition, % at 3 µM | hit rate 0.44% among 360,000;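 active = inhibition above the screen-wide average plus 3 SD, cut at about 13% in these data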;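 also: forskolin and galanin both at EC90 stimulate the cells; cAMP rise reported by CNG channel membrane potential dye signal; 0% = forskolin plus galanin with DMSO and 100% = forskolin alone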
Target sequence (O60755 1-299 limits assumed): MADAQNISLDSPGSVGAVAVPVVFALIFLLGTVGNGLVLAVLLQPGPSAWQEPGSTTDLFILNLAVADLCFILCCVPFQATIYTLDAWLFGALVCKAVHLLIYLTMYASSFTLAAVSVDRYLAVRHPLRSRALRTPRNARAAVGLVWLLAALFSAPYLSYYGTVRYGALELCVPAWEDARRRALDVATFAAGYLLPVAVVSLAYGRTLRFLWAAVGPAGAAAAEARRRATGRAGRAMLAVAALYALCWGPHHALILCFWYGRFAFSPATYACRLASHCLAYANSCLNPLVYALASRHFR
V1aR counter: agonists of human V1a receptor, primary screen, counter-screen for OXTR agonist project, fluorescence, CHO-V1R cells; Fluo-8 calcium fluorescence, agonist mode; 0% DMSO, 100% 3 nM vasopressin; activation, % at 3 µM; hit rate 0.25% among 320,000; AID 2797, 2010;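 active = activation above the mean activation of all tested compounds plus 3 SD, per screening run, cut at about 20% in these data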;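 also: signal is peak over basal fluorescence ratio across a 100 second FLIPR read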
Target sequence (P37288 whole entry, looked up): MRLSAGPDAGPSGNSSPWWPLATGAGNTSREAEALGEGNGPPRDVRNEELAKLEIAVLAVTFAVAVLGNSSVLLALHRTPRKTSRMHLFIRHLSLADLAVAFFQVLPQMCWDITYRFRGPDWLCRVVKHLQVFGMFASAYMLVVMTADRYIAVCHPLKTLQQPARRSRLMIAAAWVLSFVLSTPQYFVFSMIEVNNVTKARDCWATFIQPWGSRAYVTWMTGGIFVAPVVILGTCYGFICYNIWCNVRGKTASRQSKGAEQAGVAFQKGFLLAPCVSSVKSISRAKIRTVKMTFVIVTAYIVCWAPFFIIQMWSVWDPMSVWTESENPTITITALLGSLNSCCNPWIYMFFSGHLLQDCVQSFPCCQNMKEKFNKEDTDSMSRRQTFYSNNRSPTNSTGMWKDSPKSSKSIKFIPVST
PHOSPHO1 block: PubChem AID 1565; hit rate 1.1% among 290,000; recombinant PHOSPHO1, absorbance phosphatase assay; Phosphoethanolamine/phosphocholine phosphatase (Homo sapiens), Q8TCT1; inhibition, % at 13.3 µM; in the data active = inhibition above about 60%
OXTR ag: human OXTR agonists, primary screen, fluorescence, CHO-OTR cells, Fluo-8 calcium | Fluo-8 calcium fluorescence; normalized: DMSO 0%, oxytocin 100% | AID 2435, 2010 | activation, % at 3 µM | hit rate 0.32% among 320,000 | Oxytocin receptor (Homo sapiens), P30559;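 active = activation above the mean of all tested compounds plus 3 SD, cutoff set per screening run, cut at about 20% in these data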;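 also: peak over basal fluorescence ratio from a 100 s FLIPR kinetic read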
NALP1 inh: NALP1 inflammasome inhibitors in reconstituted yeast, colorimetric, S. cerevisiae, triplicate retest; S. cerevisiae NALP1/ASC/caspase-1 growth, X-gal OD620, 72 h; inhibition, % at 10 µM; hit rate 0.61% among 280,000; AID 2071, 2009; in the data active = inhibition mostly above about 24%, no sharp cut-off; inactive = mostly below about 32%; also: some compounds called inactive have numbers as strong as hits
MEKK3 PB1 HTS: modulators of MEKK3-MEK5 PB1 binding, primary screen, biochemical, wildtype MEKK3, multiplex bead flow cytometry, Alexa488-MEK5 | Mitogen-activated protein kinase kinase kinase 3 (Homo sapiens), Q99759 | bead-based flow cytometry, Alexa488-MEK5 binding to MEKK3; actives lie on both sides; 0 = blocked by unlabeled MEK5, 100 = vehicle | binding response (% of control), % at 10 µM | hit rate 1.4% among 290,000 | AID 1529, 2009;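 active = binding response more than 3 SD above or below the average of its plate-row segment, actives on both sides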;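 also: Alexa488 bead fluorescence after subtracting the streptavidin-only scavenger bead signal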
GPR7 antag: GPR7 receptor antagonists, primary screen, cell-based, fluorescence, single concentration | Neuropeptides B/W receptor type 1 (Homo sapiens), P48145 | GPR7-expressing cells, fluorescence antagonist assay | inhibition, % at 4.4 µM | hit rate 1.1% among 290,000; in the data active = inhibition above about 16%, passing the limit was not always enough;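 also: cells stimulated with the agonist NPW; 0% = agonist with vehicle and 100% = vehicle without agonist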
Target sequence (P48145 whole entry, looked up): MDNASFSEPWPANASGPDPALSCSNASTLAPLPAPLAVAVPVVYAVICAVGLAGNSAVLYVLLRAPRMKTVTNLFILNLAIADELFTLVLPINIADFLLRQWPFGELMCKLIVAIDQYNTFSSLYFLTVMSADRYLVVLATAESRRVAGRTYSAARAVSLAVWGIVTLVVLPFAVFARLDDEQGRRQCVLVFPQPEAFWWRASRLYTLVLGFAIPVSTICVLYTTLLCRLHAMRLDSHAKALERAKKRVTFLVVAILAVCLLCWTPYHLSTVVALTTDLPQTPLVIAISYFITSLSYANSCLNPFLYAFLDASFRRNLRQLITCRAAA
Active calls of the source: *; x = not tested or not shown; [ ] = another dose, or the depositor's remark. No enrichment for hits; any-hit rate near 5.4%.

SMILES	MEKK2mut PB1 HTS	MEKK2wt PB1 HTS	GalR3 antagonist	V1aR counter	PHOSPHO1 block	OXTR ag	NALP1 inh	MEKK3 PB1 HTS	GPR7 antag
CC1=Nn2c(nc3sc4c(c3c2=O)CCCC4)SC1	-1	105	0	0.6	-2	-1.3	15	105	-4
O=C(N/N=C/C=C/c1ccccc1)NC1CCCCC1	1	100	2	-1.4	13	-2.8	16	107	-11
O=C(Nc1ccccc1C(=O)N1CCOCC1)C1CC(=O)N(c2ccc(F)cc2)C1 (configuration not stated)	5	109	-3	0.8	-2	-0.2	9	101	-12
CN1CCN(C(=O)c2ccc3c(=O)n(-c4ccc(F)cc4)c(=S)[nH]c3c2)CC1	6	103	5	1.0	16	1.1	-14	99	-9
CCOC(=O)C1(Cc2ccccc2)CCN(Cc2cnn(CC)c2)CC1	11	108	0	1.6	24	-0.8	14	105	-19
COc1c(C=O)c(CCN(C)C(=O)c2ccc(F)cc2)cc2c1OCO2	-8	92	-1	-0.2	38	0.4	x	86	-5
CC1CCCCC12NC(=O)N(CC(=O)c1ccc(Cl)s1)C2=O (configuration not stated)	3	102	-4	-0.9	24	-0.3	4	98	-18
Cc1ccccc1OCC(=O)Nc1ccc([N+](=O)[O-])cc1	1	103	-7	5.6	44	4.2	13	106	12
CCN1CCN(C(=O)NC(c2ccc(C)c(F)c2)C(Cl)Cl)CC1 (configuration not stated)	1	104	-6	1.4	16	0.5	12	103	-14
CC1CN(C(=O)CN2C(=O)NC3(CCCCCC3)C2=O)CC(C)O1 (configuration not stated)	1	96	2	0.0	-16	0.4	13	98	-9
Cc1ccc(C(=O)OCC(=O)NC2CCCCC2)o1	1	100	0	-1.4	43	0.6	16	97	3
O=C1c2ccccc2C(=O)c2c1ccc(C(=O)N1CCCCC1)c2NCCO	0	98	-2	-0.1	27	0.6	1	101	2
CCc1ccc2c(CN3CCc4cc(OC)c(OC)cc4C3)cc(=O)oc2c1	-3	93	-2	0.8	-2	-1.2	28	91	8
Cc1ccc(NC(=O)C2CCCN(c3ncnc4c3nc3n4CCCCC3)C2)nc1 (configuration not stated)	-11	97	2	3.2	43	-0.6	3	96	-6
COc1ccc(C(c2nnnn2Cc2cccs2)N2CCN(c3ccccc3F)CC2)cc1OC (configuration not stated)	x	x	-6	0.1	7	-1.4	23	x	3
CCCCN(C(=O)Cc1cccc(F)c1)c1c(N)n(CCC)c(=O)[nH]c1=O	-3	104	-3	-0.2	10	1.4	14	108	-3
NCCCC[C@H]1CN=C(N)N1CCCCC1CCCCC1	7	116	-2	0.4	x	-0.2	x	100	x
O=C(CSc1nnc(NC(=O)c2cccc(Br)c2)s1)NCC1CCCO1 (configuration not stated)	3	101	-2	0.0	22	-0.1	1	102	-9
CCN(C(=O)c1coc(=O)c(Br)c1)c1ccc2c(c1)OCO2	5	100	5	0.2	74*	0.1	-2	102	1
Cn1c2ccccc2c2nnc(SCCN3CCOCC3)nc21	4	102	-12	x	-56	x	5	105	-6
Cc1nn(-c2cc(N3CCCCC3)ccc2[N+](=O)[O-])c(=O)c2ccccc12	2	100	-8	-0.9	3	-1.2	3	93	-12
Cc1cc(Nc2ccccc2N2CCOCC2)n2ncnc2n1	-2	98	-5	-0.5	21	-0.3	18	98	-2
NC(=O)CSc1nnc(COc2cccc3ccccc23)o1	7	108	-9	0.3	-144	0.6	-3	104	-21
O=C1CCCN1CCC(=O)N1CCCC(N2CCN(c3ccccc3F)CC2)C1 (configuration not stated)	6	109	-2	0.7	9	-0.4	13	103	2
Cc1ccccc1-n1c(C)nnc1SCC(=O)NC1CCCc2ccccc21 (configuration not stated)	21	129	2	0.2	-4	-0.6	22	104	2
COC(=O)C1=C(N)Oc2cc(C)n(Cc3cccnc3)c(=O)c2C1c1ccc(OC)c(OC)c1 (configuration not stated)	x	x	10	0.3	5	-0.3	-7	x	-12
COc1ccc(C(=O)N=C2SC3CS(=O)(=O)CC3N2c2ccc(N(C)C)cc2)cc1OC (configuration not stated)	1	100	1	1.0	33	0.6	-7	99	-32
COCCCNC(=O)c1ccc(N(C)S(=O)(=O)c2ccc(OC)cc2)cc1	5	99	6	1.6	4	1.3	31	97	-10
CC(C)c1ccc[n+](-c2nc([O-])sc2C=O)c1	-1	94	-1	1.5	11	1.5	15	97	9
N=c1oc2ccccc2cc1-c1nc(-c2ccc(Cl)cc2)cs1	-2	97	-2	1.0	-1	1.2	21	128*	-5

Entries of single compounds from above. Screens in order: MEKK2mut PB1 HTS	MEKK2wt PB1 HTS	GalR3 antagonist	V1aR counter	PHOSPHO1 block	OXTR ag	NALP1 inh	MEKK3 PB1 HTS	GPR7 antag
COCCCNC(=O)c1ccc(N(C)S(=O)(=O)c2ccc(OC)cc2)cc1 in the list: 5	99	6	1.6	4	1.3	31	97	-10
NC(=O)CSc1nnc(COc2cccc3ccccc23)o1 in the list: 7	108	-9	0.3	-144	0.6	-3	104	-21
Cc1ccccc1-n1c(C)nnc1SCC(=O)NC1CCCc2ccccc21 (configuration not stated) in the list: 21	129	2	0.2	-4	-0.6	22	104	2
CC(C)c1ccc[n+](-c2nc([O-])sc2C=O)c1 in the list: -1	94	-1	1.5	11	1.5	15	97	9
COc1ccc(C(=O)N=C2SC3CS(=O)(=O)CC3N2c2ccc(N(C)C)cc2)cc1OC (configuration not stated) in the list: 1	100	1	1.0	33	0.6	-7	99	-32

(list continues)
SMILES	MEKK2mut PB1 HTS	MEKK2wt PB1 HTS	GalR3 antagonist	V1aR counter	PHOSPHO1 block	OXTR ag	NALP1 inh	MEKK3 PB1 HTS	GPR7 antag
COc1ccc(OC)c(-n2c(=O)c3ccccc3c3ccccc3c2=O)c1	0	99	-2	-0.7	7	-1.4	15	72*[inhibitor]	-8
COCCNC(=O)/C(C#N)=C/c1cccc(NC(=O)c2ccccc2Cl)c1	20	111	-3	-0.1	6	-1.3	20	105	-9
C/C(=N\NC(=O)c1ccccc1F)c1ccccn1	4	104	-1	0.2	31	0.1	28	106	-5
Cn1c(C(=O)N2CCCC(Nc3ccc(F)cc3)C2)cc2ccccc21 (configuration not stated)	4	105	-1	0.8	44	0.5	15	103	-3
COC(=O)c1cn(C)c2ccc(S(=O)(=O)N3CCCC3)cc2c1=O	-10	92	-6	1.0	x	1.0	x	88	-15
N#Cc1ccccc1CSc1ncccc1C(=O)O	-10	94	-8	1.4	35	0.6	27	95	20
Cc1c(NC(=O)CSCc2ccc(Br)cc2)c(=O)n(-c2ccccc2)n1C	1	101	-6	2.2	27	-1.0	11	100	-2
O=[N+]([O-])c1c(Nc2ccccc2)ccc2nonc12	3	99	-2	-0.2	-22	0.2	30	100	-10
O=C(/C=C/c1cccc([N+](=O)[O-])c1)NC(=S)Nc1cccc(NC(=O)c2ccccc2Cl)c1	-3	94	0	1.4	0	-0.5	29	93	-4
Cc1cc(C)c(S(N)(=O)=O)c(C)c1N(C)S(=O)(=O)c1ccccc1	8	109	-2	0.2	23	0.6	13	107	-8
Cc1cc(OC(C)C(=O)N(Cc2ccco2)C2CCS(=O)(=O)C2)ccc1Cl (configuration not stated)	-4	100	x	1.9	12	1.1	13	104	16
COc1cc(CN(C)CCc2ccccn2)cc(OC)c1OC	8	103	4	0.1	21	0.1	-7	101	-2
COc1ccc(NC(=S)NNC(=O)Cn2nc([N+](=O)[O-])cc2C)cc1	3	101	-8	0.1	79*	1.0	15	103	-2
CCNc1nc(Oc2ccc(F)cc2)cc(C(F)(F)F)n1	1	102	-4	0.5	26	-2.5	20	103	4
COc1cc(Br)c(CN2C(=O)NC3(CCCCCC3)C2=O)cc1OC	-3	102	-10	1.2	28	0.8	32	100	5
O=C(CSc1nnnn1-c1cccnc1)Nc1ccc(OCc2ccccc2)cc1	0	94	-6	5.7	17	5.5	27	99	15
C=CCN1C(=O)/C(=C/c2ccc(-c3ccc(F)cc3)o2)SC1=S	-10	18*[inhibitor]	x	1.2	-6	1.3	1	49*[inhibitor]	-9
COc1ccc(N2CCN(C(=O)c3ccc(C(C)(C)C)cc3)CC2)cc1	-9	87	6	-1.3	5	-2.2	-21	85	-6
CC(=O)N1CCN(C2c3cccc4cccc(c34)C2NS(=O)(=O)c2ccccc2)CC1 (configuration not stated)	-9	85	-2	3.7	1	2.2	24	84	6
COC(=O)CC1(c2ccccc2)C(=O)c2ccccc2C1=O	3	98	-8	-1.4	9	-1.6	18	96	-10
COc1ccc(OC)c(C2N(c3cc(C)on3)C(=O)C3CCCN32)c1 (configuration not stated)	2	94	-1	1.2	32	-0.4	-10	97	-10
Cc1cc([N+](=O)[O-])ccc1-c1ccc(/C=N/NC(=O)Cc2ccccc2)o1	0	91	-4	0.3	-2	-0.5	22	112	-3
COc1ccccc1NC(=O)C(CC=C(Cl)Cl)C(C)=O (configuration not stated)	2	104	-4	11	0	-2.0	2	100	5
COc1cc(CNC(C)(C)CO)cc(Br)c1OCc1ccccc1	8	113	-7	3.2	8	7.8	14	103	3
CC(C)COC(=O)CCn1[nH]c(=O)c2ccccc2c1=O	-6	88	-4	-0.2	-1	0.3	10	91	-11
O=C(C1CCN(Cc2ccc(Cl)cc2)CC1)N1CCN(Cc2ccc3c(c2)OCO3)CC1	3	107	-6	7.9	33	1.9	28	102	5
COc1ccc(CNC(=O)Cn2nc([N+](=O)[O-])c(Br)c2C)cc1OC	5	102	-9	0.8	14	1.1	2	102	-18
COc1ccc(OC)c(C(c2nnnn2CCC(C)C)N2CCN(C(=O)c3ccco3)CC2)c1 (configuration not stated)	-1	94	-4	-1.4	-6	-0.3	-6	96	-6
COc1ccc(C(=O)Nc2ccc(N3CCN(C(=O)c4cccs4)CC3)cc2)cc1Br	-2	100	-5	8.8	26	0.2	11	100	4
O=C(CNC(=O)c1ccc(S(=O)(=O)N2CCCC2)cc1)N/N=C/c1ccc(F)cc1	x	x	-3	0.1	27	-0.3	2	x	0
CCOC(=O)/C=C1\SCC(=O)N1CC(=O)NC12CC3CC(CC(C3)C1)C2	-1	101	-2	0.0	-7	-1.1	-10	97	-11
O=C(CCN1C(=O)c2ccc([N+](=O)[O-])cc2C1=O)Nc1ccccc1C(=O)O	8	101	-9	0.7	16	1.2	11	106	-2
O=C(Nc1ccc(Cl)c(Cl)c1)OCc1cncs1	1	102	-2	7.2	14	8.8	18	102	3
CCOC(=O)c1sc(NC(=O)c2cccnc2)c(C#N)c1C	3	107	-3	3.1	24	3.6	13	108	-18
CSc1ccc(NC(=O)/C=C/C(=O)O)cc1	-2	99	4	0.6	33	0.9	6	100	-12
CCC(=O)c1ccc(OCc2ccc(C(=O)OC)cc2)cc1	-2	98	-7	5.0	-1	1.7	36	88	1
